# High-throughput results: PubChem BioAssay, several laboratories
# Tb MetRS inh = blocks T. brucei methionyl-tRNA synthetase activity. purified T. brucei MetRS, ATP depletion, Kinase-Glo luminescence. inhibition, % at 11.9 µM. AID 624268. hit rate 0.4% among 360,000;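 active = inhibition above a per-plate cutoff of the control wells' mean inhibition plus 3 SD, cut at about 5.5% in these data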;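 note: 0% = DMSO wells median and 100% = median of wells with control inhibitor compound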
#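 Material – parasite MetRS enzyme · Medium – HEPES-MgCl2-KCl buffer plus DTT, spermine, BSA, pyrophosphatase · Reagent – ATP, methionine and E. coli bulk tRNA substrates · Times – 15 min enzyme-compound preincubation, 2 h reaction, 10 min detection, 25 °C · Measured by – luminescence of leftover ATP · Evaluation – percent inhibition relative to median high and low control wells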
# Neddylation inh = cullin neddylation inhibition; P61081+Q13564; TR-FRET cullin neddylation, biochemical; calls only at 25 µM; hit rate 0.58% among 360,000; in the data active = inhibition above about 36%
# CSN deneddyl inh = blocks human CSN-mediated cullin deneddylation. Purified CSN, SCF-Nedd8-OG deneddylation, fluorescence polarization. hit rate 0.38% among 360,000. inhibition, % at 12.5 µM;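 active = pattern-corrected inhibition above about 35%, with an unprinted fluorescence ratio check between 0.5 and 1.5, limit read from the data, passing the limit was not always enough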;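 note: 0% = enzyme with substrate and 100% = substrate without enzyme; some results filed as inactive read as strong as hits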
#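 Test system: purified human Csn5 enzyme expressed in HEK293T cells. Amount: 0.24 nM enzyme. Reagent: SCFSkp2-Nedd8OG substrate at 10 nM final. Schedule: 90 min incubation of compound, enzyme and substrate at room temperature. Detection: fluorescence polarization. Read-out: % inhibition of substrate cleavage by Csn5.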
# FAS-TE inh = blocks the thioesterase domain of human fatty acid synthase; recombinant FAS-TE, OMFH fluorogenic substrate, fluorescence endpoint; hit rate 0.67% among 360,000; inhibition, % at 15 µM;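 active = compounds whose normalised, plate-corrected inhibition of enzyme fluorescence in the single-dose primary screen is 50% or more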;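 note: 0% = DMSO with enzyme and 100% = substrate without enzyme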
# bovine MsrA act = activates bovine MsrA enzyme; purified bovine MsrA, absorbance read-out; hit rate 0.3% among 360,000; activation, % at 10.6 µM; in the data active = activation above about 7.5%;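 note: 0% = vehicle and 100% = reference activator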
# PABP1 MLLE inh = blocks PAM2 peptide binding to the PABP1 MLLE domain. P11940. AID 588489. hit rate 0.36% among 360,000. inhibition, % at 20 µM. GST-MLLE / FITC-PAM2 fluorescence polarization; in the data active = inhibition above about 35%, passing the limit was not always enough;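 note: plate controls were DMSO wells with GST-MLLE for no effect and wells lacking GST-MLLE protein for full effect; some results filed as inactive read as strong as hits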
# Target sequence (P11940 whole entry, looked up, the tested form may be a part): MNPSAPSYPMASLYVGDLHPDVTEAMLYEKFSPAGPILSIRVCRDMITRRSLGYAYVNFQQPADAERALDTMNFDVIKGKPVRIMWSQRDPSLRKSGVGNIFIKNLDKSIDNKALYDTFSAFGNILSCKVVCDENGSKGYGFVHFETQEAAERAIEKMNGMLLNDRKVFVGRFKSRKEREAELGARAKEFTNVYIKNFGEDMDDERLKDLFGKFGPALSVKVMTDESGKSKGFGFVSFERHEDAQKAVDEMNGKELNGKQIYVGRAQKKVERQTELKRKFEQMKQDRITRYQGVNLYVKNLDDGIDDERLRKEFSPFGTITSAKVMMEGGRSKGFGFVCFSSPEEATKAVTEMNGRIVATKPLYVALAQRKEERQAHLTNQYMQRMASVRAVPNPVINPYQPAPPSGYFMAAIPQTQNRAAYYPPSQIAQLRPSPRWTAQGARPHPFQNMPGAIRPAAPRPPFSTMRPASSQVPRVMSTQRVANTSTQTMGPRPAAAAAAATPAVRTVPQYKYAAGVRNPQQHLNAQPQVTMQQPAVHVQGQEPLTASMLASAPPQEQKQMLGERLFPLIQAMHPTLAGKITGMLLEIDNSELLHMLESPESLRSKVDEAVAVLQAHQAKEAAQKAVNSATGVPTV
# E coli Lon inh = inhibitors of E. coli Lon protease; P0A9M0; AID 602123; purified E. coli Lon protease, fluorescence polarization; inhibition, % at 7.94 µM; hit rate 0.42% among 360,000; in the data active = inhibition above about 13%, passing the limit was not always enough;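 note: 0% = enzyme with probe and DMSO and 100% = no enzyme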
# MsrA inhibitor = inhibits bovine methionine sulfoxide reductase A; purified bovine MsrA, absorbance read-out; inhibition, % at 15.5 µM; hit rate 0.75% among 360,000; AID 651718; in the data active = inhibition above about 4.5%;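 note: 0% = vehicle wells with enzyme and 100% = reference inhibitor wells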
# Rin1-Abl PPI inh = human Rin1-Abl interaction inhibition; TR-FRET Rin1/Abl binding, biochemical; inhibition, % at 7.35 µM; hit rate 0.4% among 360,000; AID 588664; in the data active = inhibition above about 5%, passing the limit was not always enough
# * = called active by the depositor; i = inactive; . = not tested or not shown. Random draw from the library; about 4% have a hit in one of these screens.
SMILES,Tb MetRS inh,Neddylation inh,CSN deneddyl inh,FAS-TE inh,bovine MsrA act,PABP1 MLLE inh,E coli Lon inh,MsrA inhibitor,Rin1-Abl PPI inh
O=C(Nc1ccc(S(=O)(=O)N2CCCCC2c2cccnc2)cc1)c1ccccc1F (stereo not drawn),0.0,i,3,0,-2,7,2,-0.8,1
Cc1ccc(NC2CCCN(C(=O)c3ccccc3N3CCOCC3)C2)cc1C (stereo not drawn),-0.7,i,2,-1,-3,19,4,0.4,6
CN(C)CCCN(C(=O)c1sc2ccccc2c1Cl)c1nc2ccc(F)cc2s1,-0.8,i,-2,10,-8,-24,-1,-0.4,-10
O=C(CSc1nc(-c2cccs2)cc(C(F)(F)F)n1)NCCCN1CCOCC1,-1.2,i,0,-4,-8,12,-5,2.4,0
CC(=O)Nc1ccc(S(=O)(=O)NN=c2sc3ccccc3n2C)cc1N,-0.2,i,2,-5,-3,16,-6,-0.7,-2
COCCNc1nc2cc(-c3ccccc3OC)sc2c(=O)n1C,0.2,i,-2,-2,-6,-8,1,2.7,-5
CS/C(=N\S(=O)(=O)c1ccc(N)cc1)NS(=O)(=O)c1cccs1,-1.7,i,0,-1,-10,4,-4,.,-1
CN(Cc1ccccc1)C(=O)c1ccc(NC(=O)C2CCN(C(=O)OC(C)(C)C)CC2)cc1,-0.3,i,-2,0,-2,8,-12,-1.5,1
Cc1ccccc1OCC(=O)N(Cc1nnc(-c2ccc(Cl)cc2)o1)C(C)C,-0.2,i,0,17,-2,2,11,1.1,2
O=C(O)CSc1nc(SCc2ccccc2Cl)nc2c1CCCC2,-0.8,i,3,-4,-6,0,-12,-1.2,2
O=C(O)C(NS(=O)(=O)c1cccc2nsnc12)c1ccccc1 (stereo not drawn),-0.1,i,-3,-8,-2,10,18,-0.1,0
COc1ccc(NC(=O)Nc2cccs2)cn1,2.2,i,-2,-3,-2,18,4,0.7,-2
Cn1c(Cn2c(=O)sc3ccccc32)nnc1SCC(=O)Nc1ccc2c(c1)OCO2,0.4,i,1,-3,1,-7,-5,-0.4,-1
Cn1c(CC(=O)NNC(=O)c2cccnc2)nc2ccccc21,-0.6,i,-7,-2,-7,13,2,-0.9,4
COc1ccc(/C=C/C(=O)Oc2ccc(C)cc2)cc1,1.5,i,-1,21,-4,-5,-4,1.7,-2
Cc1nc2ccccc2n1CC(O)Cn1c(C(F)(F)F)nc2ccccc21 (stereo not drawn),-1.1,i,3,-2,2,5,8,1.0,3
Cc1ccc(S(=O)(=O)N(C)c2ccc(OCC(=O)N3CCCCC3)cc2)cc1,-0.4,i,-4,-1,-2,4,-9,-0.5,0
CC(OC(=O)C1=COCCO1)C(=O)Nc1ccc(Cl)cn1 (stereo not drawn),0.1,i,-5,-4,-1,14,-7,0.9,3
COc1cccc(C2CN(c3ccc(F)cc3F)N=C2c2cccs2)c1OC (stereo not drawn),0.2,.,5,26,-2,-8,-18,1.4,2
O=C(O)c1cccc(S(=O)(=O)Nc2ccccc2C(=O)NCCc2ccccc2)c1,-0.8,i,-4,-5,-8,-8,-19,0.0,-1
Cc1ccc(CNC(=O)COC(=O)c2cnc(C)cn2)cc1,-1.2,i,-6,-2,-8,-20,5,1.3,4
Cc1cc(NC(=O)c2cnn3cccnc23)no1,-1.0,i,0,-5,-3,10,-1,0.8,0
Cc1nn(Cc2c(F)c(F)c(F)c(F)c2F)c(C)c1NC(=O)c1ccc(COc2cc(Cl)ccc2Cl)cc1,0.1,i,0,14,-1,11,1,-0.4,-3
O=C(COc1ccc2c(-c3ccccc3)cc(=O)oc2c1)NCC1CCC(C(=O)O)CC1 (stereo not drawn),0.4,i,-4,-3,-2,7,2,5.0*,1
Cc1cc(C)n(C(=O)C(C(=O)c2ccccc2)C(C)C)n1 (stereo not drawn),0.5,i,3,15,-3,4,0,0.1,0
COc1ccc(NC(=O)Cn2nnc(-c3ccccc3NS(=O)(=O)c3ccccc3)n2)cc1,1.0,i,0,21,-3,7,4,.,-1
Cc1ccc(NC(=O)C2CCN(S(C)(=O)=O)CC2)c(C)c1,-0.1,i,1,-5,-1,-6,2,-0.5,-2
